# Compound activity (PubChem BioAssay)
# Yfh1-off respiration: enhancers of respiration in Yfh1-depleted yeast, dose response, Friedreich's ataxia, plus single-dose screen (AID 1465) | fold induction at 50 µM; hits with a dose series show EC50 in µM | S. cerevisiae Yfh1-off respiration, WST-1 reduction, 72 h; higher fold induction means a stronger effect | hit rate 0.074% among 220,000;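 active means fold induction of absorbance versus untreated yeast above a set limit, then at least 30% activation at any dose in follow-up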;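 further: activators that raise dye reduction in frataxin-depleted yeast; strong numbers were not always called active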
# MT stabilize HCS: microtubule stabilizers in HeLa cells, primary screen, imaging, high-content imaging; hit rate 0.83% among 200,000; HeLa tubulin immunostaining HCS, 24 h; share of cells brighter than vehicle mean+2SD; % tubulin-high responders, % at 10 µM;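 active means plate Z-score above 3 for both tubulin-high and condensed-nucleus cell shares, with cell loss under 80%, at 10 µM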;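 further: anti alpha tubulin signal scored within the nucleus-defined area of each cell; some results filed as inactive read as strong as hits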
# bCat nuc transl: modulators of beta-catenin nuclear translocation, primary screen, imaging, HeLa cells, immunofluorescence, high-content. nuclear translocation activity, % at 5 µM. hit rate 0.3% among 190,000. AID 1665, 2009;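 active means nuclear translocation activity above 50% at 5 µM, with a well cell count of 50 or more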;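 further: per-cell ratio of nuclear to cytoplasmic median beta-catenin stain intensity; plate controls were DMSO negative control for no effect and GSK-3 inhibitor IX positive control for full effect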
#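 Assay system: human HeLa cells, native beta-catenin; doses: 5 µM primary, 0.02–20 µM confirmation; incubation: compound treatment 24 h, 37°C, 5% CO2; technique: fluorescence imaging of beta-catenin antibody stain plus DAPI; measure: % activation, nuclear-to-cytoplasmic median beta-catenin signal ratio per cell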
# Ins promoter up: insulin promoter activators in MIN6 cells, imaging, high-content screening, mouse beta cells; hit rate 0.3% among 190,000; AID 1625, 2009; MIN6 insulin promoter-GFP reporter; active compounds read high; z-score at 5 µM;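 active means z-score above 3 at 5 µM with at least 500 cells counted in the well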
# Hep lipid drop: inhibitors of hepatocyte lipid droplet formation, primary screen, imaging, high-throughput imaging, BODIPY stain; AML12 mouse hepatocytes, oleate lipid droplets; inhibition, % at 6.5 µM; hit rate 0.4% among 240,000; AID 1656, 2009;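 active means lipid droplet intensity inhibited by at least 50%, with more than 500 cells counted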
#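 System: AML12 hepatocytes (mouse). Probe or stimulus: oleic acid at 100 µM to induce lipid droplet formation. Times: overnight treatment with compound plus oleate. Detection: Image-based BODIPY and DAPI two-channel analysis. Evaluation: percent inhibition of filter-corrected integrated lipid droplet intensity per well.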
# Dynein cargo inh: inhibitors of GR-EGFP nuclear translocation, primary screen, dynein cargo transport inhibitor project, imaging, high-content, 3617.4 mouse cells. test concentration mostly 20 µM; stimulated with dexamethasone, 1 µM; active compounds read low. z-score, hits read low. hit rate 0.47% among 220,000. AID 1381, 2008;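 active means plate z-score of nuclear minus cytoplasmic receptor signal below a set negative limit, without overly bright fluorescence or cell loss, cut at about -3.5 in these data, passing the limit was not always enough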;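 further: z-score of nuclear minus cytoplasmic ring GR-EGFP intensity difference per well; some compounds called inactive have numbers as strong as hits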
#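 Buffer or medium: tet-free medium with charcoal-stripped serum / Also added: dexamethasone agonist, 1.0 µM final, for 30 min / Timing: induction 48 h, compound 1 h, agonist 30 min / Measured by: high-content fluorescence imaging after fixation / Read-out: nuclear-to-cytoplasmic GR-EGFP distribution per well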
# Autophagy mod: autophagy modulators in MEF cells, primary screen, imaging, high-content, MEF GFP-LC3; MEF GFP-LC3 puncta imaging; test concentration mostly 10 µM; calls only at 10 µM (by protocol); hit rate 0.98% among 190,000; AID 463193, 2010;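 active means percentage of spot-positive cells more than 3 SD above its plate mean, without a fluorescence outlier flag or 80% toxicity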;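 further: spot-positive cell cutoff set from DMSO-treated cells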
# WT yeast gro inh: growth inhibition of WT strain, primary screen, mitochondrial fusion inhibitor project, WT and mutant strains, chemical genetic; mitochondrial fusion phenotypic screen; AID 1362, 2008; inhibition, % at 10 µM; hit rate 2.1% among 190,000; in the data active means inhibition above about 58%; tested in S. cerevisiae
# HEK293 NOD2/NF-kB: NOD2 signaling inhibitors, cell-based, luminescence, uHTS, HEK293 (AID 1566); HEK293 NOD2/NF-kB luciferase reporter, luminescence; higher % means a stronger effect; one-dose inhibition, % at 4 µM; EC50 in µM for titrated hits; hit rate 0.63% among 290,000; in the data active means inhibition above about 50%; further: many of its hits are not listed in these tables
# WT yeast gro inh mutant strain: second read-out of WT yeast gro inh, no call of its own (marks repeat the call); inhibition, %; mitochondrial fusion phenotypic screen, mutant strain inhibition
# Dynein cargo inh cytoplasmic EGFP: further read-out of Dynein cargo inh, marked with its call; z-score; measured here: cytoplasmic GR-EGFP intensity; active compounds read high
# Dynein cargo inh nuclear GR-EGFP: second read-out of Dynein cargo inh, no call of its own (marks repeat the call); z-score; measured here: nuclear GR-EGFP intensity;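 lower value marks the stronger effect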
# Dynein cargo inh cell count: second read-out of Dynein cargo inh, no call of its own (marks repeat the call); z-score; measured here: cell count per field
# Ins promoter up cell count: further read-out of Ins promoter up, marked with its call; cell count; measured here: cytotoxicity, nuclei count;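 total cells summed across four imaged fields per well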
# Hep lipid drop cells 6.5 µM: also measured in Hep lipid drop; calls as there; cell count; measured here: cell count, cytotoxicity flag;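 cells counted across two imaged fields per well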
# bCat nuc transl cell count 5 µM: further read-out of bCat nuc transl, marked with its call; cell count; measured here: cell count, cytotoxicity flag
# MT stabilize HCS Hoechst-high %: recorded beside MT stabilize HCS, whose call it bears; % Hoechst-high responders; measured here: nuclear condensation Hoechst responders;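 share of cells brighter than vehicle mean plus two SD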
# MT stabilize HCS cytotoxicity %: second read-out of MT stabilize HCS, no call of its own (marks repeat the call); toxicity, %; measured here: cytotoxicity by cell density;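 0% = mean cell density of plate MIN control wells and 100% = no cells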
# Autophagy mod cell loss 18 h: also measured in Autophagy mod; calls as there; toxicity, %; measured here: cell loss, nuclei count;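 cell loss after 18 h compound exposure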
# * = called active by the depositor; i = inactive; nt = not tested or not shown. Only part of the results is shown (hit frequency here may not be typical).
SMILES,Yfh1-off respiration,MT stabilize HCS,MT stabilize HCS Hoechst-high %,MT stabilize HCS cytotoxicity %,bCat nuc transl,bCat nuc transl cell count 5 µM,Ins promoter up,Ins promoter up cell count,Hep lipid drop,Hep lipid drop cells 6.5 µM,Dynein cargo inh,Dynein cargo inh cytoplasmic EGFP,Dynein cargo inh nuclear GR-EGFP,Dynein cargo inh cell count,Autophagy mod,Autophagy mod cell loss 18 h,WT yeast gro inh,WT yeast gro inh mutant strain,HEK293 NOD2/NF-kB
O=C(c1ccccc1-c1ccccc1)N1CCCC1,i,2.0,1.8,6.5,1.1,1159,0.3,1253,-15,765,-0.83,-0.25,-0.38,0.78,i,3,17,1,7%
CC1CCCN(c2nc3ccccc3nc2C(C#N)S(=O)(=O)c2cccs2)C1 (stereo not drawn),i,1.7,1.6,4.9,-2.0,1224,-0.23,866,7,805,-0.41,0.12,0.079,-0.27,i,-2,36,16,23%
Cc1cc(N2CCOCC2)nc2ccccc12,i,3.1,1.8,4.0,5.2,1223,0.01,1269,7,750,-0.086,-0.24,-0.18,0.42,i,-14,-3,2,6%
O=C(NCc1cccc2ccccc12)Nc1ccccc1,i,4.1,3.0,2.7,-3.6,1144,-1,1575,-24,670,0.73,-0.23,0.31,-0.85,i,-2,-4,-18,7%
CCOC(=O)N1CCc2c(sc3c2c(=O)n(Cc2ccccc2)c(=O)n3Cc2ccc(C)cc2)C1,nt,3.7,3.5,7.5,0.9,574,0.15,1246,-5,712,-1.1,-0.24,0.055,1.4,i,2,6,-12,-6%
CCCCCOC(=O)CSc1nnc(-c2cc(OC)c(OC)c(OC)c2)o1,i,3.4,2.2,7.6,-0.6,942,0.85,1710,-1,662,0.79,-0.23,0.96,-0.58,i,-10,13,14,12%
CCOC(=O)Nc1nnc(-c2ccc(OC)cc2)s1,i,0.7,1.8,3.3,nt,nt,-0.58,1013,18,789,-0.82,-0.21,-0.25,1.2,i,-3,-7,-6,-14%
O=C(CN1CCN(Cc2ccccc2)CC1)Nc1cccc(S(=O)(=O)N2CCCCCC2)c1,i,2.5,3.8,8.5,-1.0,1158,-0.62,1220,1,724,-0.8,0.97,0.41,-0.36,i,8,4,12,13%
Nc1nc(CSc2nc3ccccc3s2)nc(Nc2ccccc2)n1,i,1.3,3.1,3.7,-0.5,1037,0.86,1420,-1,685,-0.32,-0.29,-0.39,0.14,i,14,39,19,nt
CC1(C)CC2CC(C)(CN2S(=O)(=O)c2ccc(C(=O)Nc3ccc(S(=O)(=O)N4CCOCC4)cc3)cc2)C1 (stereo not drawn),i,3.4,3.5,6.1,2.4,818,-2,618,-31,640,-0.14,-0.29,-0.2,0.058,i,1,-3,-20,49%
CC(=O)NC(Cc1ccccc1)C(C)=O (stereo not drawn),i,1.3,0.9,0.4,0.4,1122,-0.31,1077,-2,700,-0.92,-0.19,-0.57,0.73,i,16,5,-7,8%
Cc1cccc(-n2nnc(C(=O)NCc3ccco3)c2N)c1,i,5.2,2.4,4.4,nt,nt,nt,nt,nt,nt,1.2,-0.11,1.1,-1.3,i,2,-5,-4,0%
CN(C)c1nc(Oc2ccc(=O)[nH]n2)nc(N2CCOCC2)n1,i,2.7,1.4,3.9,-1.1,1231,0.93,1360,nt,nt,-0.088,-0.1,-0.17,0.14,i,0,3,-9,5%
COc1ccc(CC(=O)NC2CCN(CC(=O)N3CCCc4ccccc43)CC2)cc1OC,i,1.7,1.5,6.6,-0.4,1224,0.38,1182,-18,680,0.13,-0.21,0.057,0.69,i,-4,-1,12,3%
O=C1C=C(NNC(=O)c2ccncc2)CC(c2ccccc2)C1 (stereo not drawn),i,4.1,1.7,6.9,-4.5,1217,-0.08,1186,20,691,0.31,-0.26,0.63,-0.22,i,-6,-17,12,4%
CC(NC(=O)CN(c1cccc(C(F)(F)F)c1)S(=O)(=O)c1ccc(Cl)c([N+](=O)[O-])c1)c1ccccc1 (stereo not drawn),i,2.6,2.0,5.1,-0.8,1082,-0.54,1038,16,662,-1.6,-0.087,-1.1,1.3,i,1,7,-18,7%
Cc1onc(-c2ccccc2)c1C(=O)N1CCN(C/C=C/c2ccccc2)CC1,i,3.3,4.6,9.0,nt,nt,-0.79,849,nt,nt,-0.77,-0.31,-0.44,1.1,i,0,-2,-5,-12%
O=C(Cn1nc(C(F)(F)F)cc1C1CC1)Nc1ccccc1F,i,2.7,1.0,6.8,-1.0,930,-0.86,1415,-22,618,-0.98,-0.23,-0.29,1,i,7,-1,-10,10%
O=C(CN(C(=O)CSc1nc2ccccc2o1)c1ccccc1)NC1CCCCC1,i,1.7,2.2,9.6,nt,nt,nt,nt,nt,nt,0.12,-0.19,-0.21,-0.099,i,1,7,6,-2%
Cc1c(C(=O)CN2CCOCC2)[nH]c2ccccc12,i,1.0,1.5,5.7,-0.7,1106,0.64,1328,nt,nt,-0.29,0.36,-0.21,0.44,i,-7,3,6,-15%
NNC(=O)CNC(=O)c1ccccc1F,i,3.5,1.0,7.6,-0.4,1011,0.52,1807,27,619,-0.34,-0.17,0.3,0.95,i,-18,16,-2,3%
COc1cccc(N2CCN(C(=O)CCSCc3ccccc3F)CC2)c1,i,3.8,3.0,11,-1.1,1092,-0.75,1239,-2,766,-0.3,0.061,-0.14,0.71,i,31,30,25,3%
O=C(Nc1ncnc2sc3c(c12)CCCCC3)c1ccccc1,i,1.0,1.1,3.1,nt,nt,0.11,826,-6,791,1.6,0.17,0.98,-1.4,i,-8,26,36,9%
COc1ccc(OC)c(NS(=O)(=O)c2ccc(Cl)nc2)c1,i,2.9,2.0,0.1,-0.8,567,0.14,1305,2,671,-0.22,-0.18,-0.41,-0.13,i,-3,31,14,0%
CCN(CC)c1ccc(/C=N/OC(C)C(=O)Nc2ccc(C)cc2)cc1 (stereo not drawn),i,2.9,2.4,6.1,-1.5,1016,-0.32,1405,9,656,0.35,-0.27,0.23,0.42,i,16,26,15,21%

# More structures:
SMILES,Yfh1-off respiration,MT stabilize HCS,MT stabilize HCS Hoechst-high %,MT stabilize HCS cytotoxicity %,bCat nuc transl,bCat nuc transl cell count 5 µM,Ins promoter up,Ins promoter up cell count,Hep lipid drop,Hep lipid drop cells 6.5 µM,Dynein cargo inh,Dynein cargo inh cytoplasmic EGFP,Dynein cargo inh nuclear GR-EGFP,Dynein cargo inh cell count,Autophagy mod,Autophagy mod cell loss 18 h,WT yeast gro inh,WT yeast gro inh mutant strain,HEK293 NOD2/NF-kB
S=C(NCCc1ccccn1)NC1CC2CCC1C2 (stereo not drawn),i,nt,nt,nt,0.4,1304,-0.4,988,12,729,-0.93,-0.22,-0.12,0.83,nt,nt,nt,nt,-8%
C=CCn1c(=O)c2c3c(sc2n2c(Nc4ccc(C(=O)OCC)cc4)nnc12)CCCC3,i,1.5,1.4,5.3,0.4,1061,nt,nt,-2,731,-0.54,0.025,-0.0046,0.54,i,0,7,3,-15%
Nc1[nH]n2c(=O)cc(-c3ccccc3)nc2c1N=Nc1ccc2c(c1)OCO2,i,1.4,1.2,1.5,0.7,1027,-0.07,1414,-7,736,2.1,0.0016,1.7,-2,i,-16,16,3,nt
COc1ccc(CCNC(=O)Cn2c(=O)n(CC3CCCO3)c(=O)c3cc(OC)c(OC)cc32)cc1OC (stereo not drawn),i,2.5,2.6,5.0,-1.4,1065,-0.26,1425,7,707,-0.9,-0.27,-0.088,0.83,i,-8,12,7,7%
O=C(c1cnn2c(C(F)F)cc(-c3ccccc3)nc12)N1CCOCC1,i,3.2,1.6,4.3,-3.3,560,nt,nt,12,745,0.66,-0.25,0.19,-0.22,i,-9,9,3,-7%
O=S(=O)(c1ccc(-c2csc(=Nc3ccccc3)n2CCCN2CCOCC2)cc1)N1CCOCC1,i,3.4,2.2,9.1,-0.5,1281,0.57,1381,nt,nt,-0.58,-0.23,-0.52,0.24,i,3,15,-3,-3%
Cc1cc2nn(-c3cccc4ccccc34)nc2cc1NC(=O)c1cccs1,i,3.7,2.7,6.9,nt,nt,-0.07,812,nt,nt,0.17,-0.25,0.083,0.36,i,-7,22,1,-1%
N#CCc1c(C#N)c(N)nc(Nc2ccccc2)c1C#N,i,nt,nt,nt,1.6,1358,-0.19,934,4,709,0.15,-0.81,-0.05,-0.54,nt,nt,nt,nt,-13%
COC(=O)C1=NN(C(=O)c2ccc(Cl)cc2)C(O)(c2ccccc2)C1 (stereo not drawn),i,3.7,1.6,9.8,-1.8,1397,0.37,1543,nt,nt,0.55,-0.16,0.87,-1.1,i,-25,12,-5,11%
CSc1nc(Cl)cc(=O)[nH]1,i,nt,nt,nt,-0.6,1321,-0.77,1088,4,668,-0.27,-0.27,0.47,-0.22,nt,nt,nt,nt,15%
